CD40 NFkB inh: CD40 pathway inhibition in BL2 cells. BL2 NF-kB luciferase reporter, CD40L-induced, 4 h. inhibition, % at 10 µM. 0.94% of 83,000 active. AID 1053188;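 active means mean inhibition of at least 50% with a set share of replicates also reaching that level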;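 further: 0% = neutral control wells and 100% = IKK inhibitor VII at 50 µM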
Numbers without * were called inactive; [ ] = remark or other dose. An excerpt. The share of hits here may be higher or lower than overall.

`CN1CCN(S(=O)(=O)c2cccc(C(=O)NC3(C)CCS(=O)(=O)C3)c2)CC1` (stereo not drawn) gave CD40 NFkB inh 5.4.
For C[C@H]1CN([C@@H](C)CO)C(=O)c2ccccc2-c2ccccc2CO[C@H]1CN(C)Cc1ccc(C(F)(F)F)cc1 the results were CD40 NFkB inh 31.9.
`CN(Cc1ccccc1)S(=O)(=O)c1ccc(C(=O)Nc2nnc(C3CC3)o2)cc1` gave CD40 NFkB inh 4.2.
For CN1[C@@H]2CN(C(=O)C3CCCCC3)c3ccccc3[C@@H]2[C@@H]1CO the results were CD40 NFkB inh -11.3[25 µM].
`CO[C@H](CN(C)Cc1nccs1)[C@@H](C)CN([C@H](C)CO)S(=O)(=O)c1ccc(F)cc1` gave CD40 NFkB inh 0.5[25 µM].
Screening CC(C)(C)c1csc(NC(=O)Cn2c(=O)oc3ccccc32)n1 returned CD40 NFkB inh 2.4.
Screening CCOc1ccc(Cn2nnc(-c3ccc(S(C)(=O)=O)cc3)n2)cc1OCC returned CD40 NFkB inh 0.5.
Screening O=C(Cn1cnc2ccccc2c1=O)Nc1ccc(S(=O)(=O)N2CCCC2)cc1 returned CD40 NFkB inh 10.4.
O=C(Nc1ccccc1C(=O)Nc1ccccc1)c1cccs1 was read as CD40 NFkB inh 1.7.
`COc1cc(S(=O)(=O)NCC2(N3CCCCC3)CCCCC2)ccc1NC(C)=O` gave CD40 NFkB inh -2.4.
`COc1cccc(S(=O)(=O)N[C@H]2CC[C@H](CC(=O)NC3Cc4ccccc4C3)O[C@H]2CO)c1` gave CD40 NFkB inh -12.1[25 µM].
`COC(=O)C[C@@H]1CC[C@@H]2[C@H](COc3ccc(NC(=O)c4ccc(C(F)(F)F)cc4)cc3C(=O)N2C)O1` gave CD40 NFkB inh -8.4[25 µM].
`OC[C@@H]1[C@H](c2ccc(-c3cccnc3)cc2)[C@@H]2CN(Cc3ccccn3)CCCCN12` gave CD40 NFkB inh 3.5[25 µM].
For Cc1ccc(CC#N)c(-c2c(CC#N)ccc(C)c2C)c1C the results were CD40 NFkB inh 2.9.
`O=C1NC(=O)/C(=C\c2ccc(OCc3cnc(Cl)s3)cc2)S1` gave CD40 NFkB inh -13.8.
COc1ccc(Br)cc1C(=O)Nc1cccc2ncccc12 was read as CD40 NFkB inh 0.9.
Screening COCCNC(=O)C1(C)CCCN(C(=O)c2ccc(-c3ccccc3)cc2)C1 (stereo not drawn) returned CD40 NFkB inh -4.2.
For CN1c2ccc(-c3ccccc3)cc2[C@@H]2[C@@H](CCN2C(=O)NC2CCCC2)[C@H]1CO the results were CD40 NFkB inh -12.3.
For O=C(Nc1ccc(-c2cnco2)cc1)c1ccccc1 the results were CD40 NFkB inh -56.3.
For CCN(CC)CCN(Cc1cc2cc3c(cc2[nH]c1=O)OCCO3)C(=S)NCCOC the results were CD40 NFkB inh 16.6.
For CC(=O)Nc1ccc(Sc2ccc([N+](=O)[O-])o2)cc1 the results were CD40 NFkB inh 86.3*.
For C[C@@H](O)C#Cc1ccc([C@@H]2[C@H]3CN(C(=O)c4ccc5c(c4)OCO5)CCCCN3[C@H]2CO)cc1 the results were CD40 NFkB inh -7.4[25 µM].
`O=C(CCC(=O)N1CCOCC1)Nc1nnc(C2CCCCC2)s1` gave CD40 NFkB inh -2.1.
Screening COCC#Cc1ccc([C@@H]2[C@@H](CO)N3C(=O)CN(C(=O)Nc4ccccc4F)C[C@@H]23)cc1 returned CD40 NFkB inh -16.8[25 µM].
`CCS(=O)(=O)N1[C@H](CO)[C@H](c2ccccc2)[C@@H]1CN(C)Cc1ccccn1` gave CD40 NFkB inh 2.7[25 µM].
Screening O=C(COC(=O)c1ccc2c(c1)S(=O)(=O)c1ccccc1C2=O)NC1CC1 returned CD40 NFkB inh 3.4.
O=C(NCCc1ccccc1)[C@H]1[C@H](CO)[C@H]2Cn3c(cccc3=O)[C@@H]1N2CC1CC1 was read as CD40 NFkB inh 2.2[25 µM].
Screening C[C@@H]1COCc2cn(nn2)CCCC(=O)N1 returned CD40 NFkB inh -11.0[25 µM].
O=C(C[C@@H]1CC[C@@H]2[C@H](COC[C@H](O)CN2S(=O)(=O)c2ccccc2)O1)Nc1ccccc1 was read as CD40 NFkB inh -15.6[25 µM].
Cc1nnsc1-c1c(C(=O)Oc2ccccc2)c(C)nn1-c1ccccc1 was read as CD40 NFkB inh 21.4.
For C(=Cc1cnc2ccccc2n1)c1ccc2c(c1)OCO2 the results were CD40 NFkB inh 97.5*.
For Cc1ccc(-n2c(SCC(=O)NCC3CCCO3)nc3ccccc3c2=O)cc1C (stereo not drawn) the results were CD40 NFkB inh -0.9.
`O=C(Nc1ccc2c(c1)nc1n2CCN(C2CCCCC2)C1)c1ccco1` gave CD40 NFkB inh 8.3.
Screening O=C(O)[C@@H]1[C@@H](CO)[C@@H]2Cn3c(ccc(/C=C/c4ccccc4)c3=O)[C@@H]2N1Cc1ccc2c(c1)OCO2 returned CD40 NFkB inh 7.7[25 µM].
`O=C1CCc2cc(NS(=O)(=O)c3cc(F)ccc3F)cc3c2N1CC3` gave CD40 NFkB inh 2.2.
C=C(C)c1cccc(C(C)(C)NC(=O)NCC2COCCO2)c1 (stereo not drawn) was read as CD40 NFkB inh 16.1.
CN1CCN(C(=O)C[C@@H]2CC[C@@H]3[C@H](COC[C@@H](O)CN3CC3CCCC3)O2)CC1 was read as CD40 NFkB inh -10.3.
For CN(CCC#N)C(=O)COC(=O)c1ccc(Cl)cc1O the results were CD40 NFkB inh 3.9.
`O=C(c1ccccc1Cc1ccccc1)N1CCN(S(=O)(=O)c2ccccc2[N+](=O)[O-])CC1` gave CD40 NFkB inh 6.3.
For COc1cc(S(=O)(=O)N2CCOCC2)c(OC)c(S(=O)(=O)N2CCOCC2)c1 the results were CD40 NFkB inh 5.2.
For C[C@@H]1CN([C@@H](C)CO)C(=O)CCCn2nncc2CO[C@H]1CN(C)S(=O)(=O)c1ccc2ccccc2c1 the results were CD40 NFkB inh 6.7[25 µM].
COC(=O)c1c(N2C(=O)Nc3ccccc3N2O)sc(C)c1C was read as CD40 NFkB inh 0.6.
Screening CC(=O)c1c(C)[nH]c(C(=O)N2CCN(c3ccccn3)CC2)c1C returned CD40 NFkB inh 14.7.
For O=C(c1ccc(Oc2ccc([N+](=O)[O-])cc2Cl)cc1)N1CCCC1 the results were CD40 NFkB inh 7.0.
CN(C)C(=O)c1cn(-c2ccccc2)nc1-c1cccs1 was read as CD40 NFkB inh -4.6.
Screening CCN(CC(=O)Nc1ccccc1C(F)(F)F)C(=O)CN1C(=O)NC(C)(c2ccc3ccccc3c2)C1=O (stereo not drawn) returned CD40 NFkB inh 7.6.
Screening Cc1ccc(NC(=O)COc2ccccc2C(=O)NCCN(C)C)cc1 returned CD40 NFkB inh 15.6.
`CCCn1c(=NC(=O)CCS(=O)(=O)c2ccccc2)sc2cc(S(N)(=O)=O)ccc21` gave CD40 NFkB inh 0.1.
For Cc1ccc(NC(=O)CCN2C(=O)C3CCCCC3C2=O)cc1[N+](=O)[O-] (stereo not drawn) the results were CD40 NFkB inh -1.0.
For O=C(NC(=O)N1CCSCC1)c1c(Cl)cccc1Cl the results were CD40 NFkB inh 15.9.
For C[C@@H]1CCCCO[C@@H](CN(C)C(=O)CCCN(C)C)[C@@H](C)CN([C@@H](C)CO)C(=O)c2cc(NS(=O)(=O)c3ccc(Cl)cc3)ccc2O1 the results were CD40 NFkB inh -0.4[25 µM].
Screening C[C@@H]1CN([C@@H](C)CO)C(=O)c2ccccc2-c2ccccc2CO[C@H]1CN(C)CC1CC1 returned CD40 NFkB inh -10.1[25 µM].
`CCCN1C[C@H](C)[C@@H](OC)CN(C)C(=O)c2cc(NC(=O)Nc3cccc(F)c3)ccc2OC[C@H]1C` gave CD40 NFkB inh -19.4[25 µM].
Screening CCOc1ccccc1/C=N/NC(=O)C[n+]1ccccc1 returned CD40 NFkB inh 1.4.
`CN(C)C(=O)[C@H]1[C@H](CO)[C@H]2Cn3c(ccc(-c4ccncc4)c3=O)[C@@H]1N2CC1CC1` gave CD40 NFkB inh 3.4[25 µM].
O=C(COC(=O)COc1ccccc1[N+](=O)[O-])Nc1ccc2c(c1)OCO2 was read as CD40 NFkB inh -11.7.
`COc1ccc(CN(C)CC(=O)Nc2sc3c(c2C#N)CCC3)cc1OC` gave CD40 NFkB inh -3.4.
Screening O=C1CC2(CCN(C(=O)c3ccc(Br)cc3)CC2)Oc2ccccc21 returned CD40 NFkB inh 1.3.
CCOC(=O)C1CCCN(C(=O)c2ccc(C(=O)c3ccccc3)cc2)C1 (stereo not drawn) was read as CD40 NFkB inh 9.6.
NC(=S)NN=Cc1c[nH]c2nccnc12 was read as CD40 NFkB inh 66.7*.
Screening OC1CCN(Cc2cn(Cc3ccccc3)nc2-c2cc3ccccc3o2)CC1 returned CD40 NFkB inh -19.9.
CC(C)[C@H](NC(=O)N1CC(=O)Nc2ccccc21)C(=O)N1CCC(C(=O)O)CC1 was read as CD40 NFkB inh 4.7.
`O=C(NCCCN1CCOCC1)C(c1ccccc1)c1ccccc1` gave CD40 NFkB inh 4.5.
For Cc1[nH]c(=O)[nH]c(=O)c1CCSSCCc1c(C)[nH]c(=O)[nH]c1=O the results were CD40 NFkB inh 12.2.
Screening COc1ccc(S(=O)(=O)N(C)C[C@H]2OCCCC[C@@H](C)Oc3ccc(NC(=O)Nc4ccc(F)cc4)cc3C(=O)N([C@H](C)CO)C[C@H]2C)cc1 returned CD40 NFkB inh 3.4.
`CC(C)[C@H]1C(=O)N[C@H](c2ccc(F)cc2)CC=CC[C@@H](C)Oc2ccccc2C(=O)N1C` (mixture of isomers) gave CD40 NFkB inh 4.7[25 µM].
For Cc1cc(NC(c2cccnc2)c2c(C)[nH]c3ccccc23)no1 (stereo not drawn) the results were CD40 NFkB inh 17.3.
Cc1noc(C)c1NC(=O)Nc1ccc2c(c1)C(=O)N([C@@H](C)CO)C[C@@H](C)[C@@H](CN(C)Cc1ccc3c(c1)OCO3)OCCCC[C@H](C)O2 was read as CD40 NFkB inh -9.3[25 µM].
`CCN(C[C@@H]1[C@@H](c2ccc(-c3ccccc3F)cc2)[C@@H](CO)N1C(C)=O)C(C)=O` gave CD40 NFkB inh -11.2[25 µM].
For O=C(CN1CCN(S(=O)(=O)c2ccccc2)CC1)NC(=O)NCc1ccccc1 the results were CD40 NFkB inh 18.5.
Screening Cn1c(=NC(=O)CS(=O)(=O)c2ccccc2)sc2ccccc21 returned CD40 NFkB inh -53.0.
Screening CCN(C(=O)C1=COCCO1)c1nc2c(C)cccc2s1 returned CD40 NFkB inh 27.8.
Screening O=C(Nc1ccc(C(F)(F)F)cc1)Nc1ccc2c(c1)[C@@H]1C[C@@H](CC(=O)N3CCc4ccccc4C3)O[C@@H](CO)[C@@H]1O2 returned CD40 NFkB inh 26.6[25 µM].
O=C(NCCn1ccc2ccccc21)c1ccc(S(=O)(=O)N2CCCCC2)cc1 was read as CD40 NFkB inh 10.1.
Screening CC1c2ccsc2CCN1S(=O)(=O)c1ccccc1 (stereo not drawn) returned CD40 NFkB inh 1.9.

3 compounds drawn at random from those above:
For Cc1[nH]c(=O)[nH]c(=O)c1CCSSCCc1c(C)[nH]c(=O)[nH]c1=O the results were CD40 NFkB inh 12.2.
Screening OC1CCN(Cc2cn(Cc3ccccc3)nc2-c2cc3ccccc3o2)CC1 returned CD40 NFkB inh -19.9.
Screening Cn1c(=NC(=O)CS(=O)(=O)c2ccccc2)sc2ccccc21 returned CD40 NFkB inh -53.0.

Back to the main list with the 4 entries that preceded the break.
Screening CCN(C(=O)C1=COCCO1)c1nc2c(C)cccc2s1 returned CD40 NFkB inh 27.8.
Screening O=C(Nc1ccc(C(F)(F)F)cc1)Nc1ccc2c(c1)[C@@H]1C[C@@H](CC(=O)N3CCc4ccccc4C3)O[C@@H](CO)[C@@H]1O2 returned CD40 NFkB inh 26.6[25 µM].
O=C(NCCn1ccc2ccccc21)c1ccc(S(=O)(=O)N2CCCCC2)cc1 was read as CD40 NFkB inh 10.1.
Screening CC1c2ccsc2CCN1S(=O)(=O)c1ccccc1 (stereo not drawn) returned CD40 NFkB inh 1.9.
Screening O=C(NCCc1csc(-c2cccnc2)n1)c1ccccc1 returned CD40 NFkB inh -15.5.
For O=c1cc(-c2ccccc2)nc(SCCOc2ccccc2Cl)[nH]1 the results were CD40 NFkB inh 2.0.
CCc1ccc(NC(=O)c2cc(Br)ccc2Br)cc1 was read as CD40 NFkB inh 6.7.
N#C[C@H]1[C@@H](c2ccccc2C2=CCCC2)[C@@H](CO)N1C(=O)C1CCOCC1 was read as CD40 NFkB inh -2.9[25 µM].
For O=C(O)CC(C(=O)O)C(c1ccccc1)c1ccccc1 (stereo not drawn) the results were CD40 NFkB inh 4.7.
`O=C1CC(c2ccccc2)Cc2nc(NC3CC3)ncc21` (stereo not drawn) gave CD40 NFkB inh 5.0.
COc1cc2c(cc1OC)C(c1cccs1)N(C(=O)c1ccncc1)CC2 (stereo not drawn) was read as CD40 NFkB inh -2.0.
Screening CCS(=O)(=O)N1CCCCN2[C@H](CO)[C@@H](c3ccc(-c4ccc(C#N)cc4)cc3)[C@@H]2C1 returned CD40 NFkB inh 11.7[25 µM].
`COc1ccc(Cn2c(-c3ccc(OC)cc3)nc3ccccc32)cc1` gave CD40 NFkB inh 4.1.
O=C(NC(Cc1ccccc1)c1ccc2c(c1)OCCCO2)c1ccccc1 (stereo not drawn) was read as CD40 NFkB inh -2.6.
Screening COc1cc(C(=O)Oc2ccccc2OC(=O)c2cc(OC)c(OC)c(OC)c2)cc(OC)c1OC returned CD40 NFkB inh 15.2.
`Cc1ccc(NC(=O)COC(=O)COc2cccc3c2OC(C)(C)C3)c(C)c1` gave CD40 NFkB inh 14.0.
For Cc1ccc2[nH]c(CCN(C)C)c(CC#N)c2c1 the results were CD40 NFkB inh 2.1.
Screening CCOc1ccc(C(=O)COC(=O)c2cc([N+](=O)[O-])ccc2N2CCOCC2)cc1 returned CD40 NFkB inh 1.6.
For COc1cccc(-c2cnc3c(NC(C)=O)cc(-c4cc(F)ccc4OC)cn23)c1 the results were CD40 NFkB inh -6.6.
O=C(NCC(=O)N1CCN(C(=O)c2ccccc2)CC1)c1ccccc1 was read as CD40 NFkB inh -8.5.
For CC(=O)c1c(C)[nH]c(C(=O)OCC(=O)N(CC(C)C)C2CCS(=O)(=O)C2)c1C (stereo not drawn) the results were CD40 NFkB inh 14.8.
